Screening results deposited in PubChem by several laboratories.
PriA SSB inh = blocks PriA binding to SSB C-terminal tail; AlphaScreen SSBct-PriA binding, biotinylated peptide; inhibition, % at 33 µM; 0.6% of 430,000 active; in the data active = inhibition mostly above about 37%, no sharp cut-off; inactive = mostly below about 20%;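 note: plate controls were negative control peptide for no effect and reference peptide for full effect; strong numbers were not always called active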
BoNT-A LC inh2 = BoNT A light chain protease inhibition. multiplex microsphere protease substrate cleavage, flow cytometry. inhibition, % at 10 µM. 0.17% of 360,000 active; note: plate controls were buffer without enzyme for full effect and enzyme alone for no effect
PfHsp40 yeast = restores yeast growth despite PfHsp40 toxicity | S. cerevisiae expressing PfHsp40, growth rescue, ATP luminescence | growth rescue, % at 12.5 µM | 0.68% of 340,000 active | AID 504582; in the data active = growth rescue above about 28%, passing the limit was not always enough; inconclusive = no clear call, values can overlap the other calls;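 note: yeast W303a lacking pdr1 and pdr3 grown in galactose medium; growth measured after three days at 30 °C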
SARS 3CLpro inh = SARS-CoV 3CLpro protease inhibition; recombinant SARS-CoV 3CLpro, quenched FRET peptide cleavage; inhibition, % at 6 µM; 0.14% of 290,000 active; AID 1706; in the data active = inhibition above about 12%
Y pestis TopoI = blocks Yersinia pestis topoisomerase I activity. 0.064% of 360,000 active. activity, % at 10 µM. Y. pestis Topo-I cleavage product accumulation, plate reader; in the data active = activity above about 50%, passing the limit was not always enough; inconclusive = no clear call, values can overlap the other calls; note: inactives centre near 2
Vc quorum ag = inducers of Vibrio cholerae quorum light production without autoinducers; AID 588436; 0.16% of 350,000 active; V. cholerae BH1578 lux reporter, luminescence, 6 h; activation, % at 18.7 µM; in the data active = activation mostly above about 9.7%, no sharp cut-off; inconclusive = no clear call, values can overlap the other calls; inactive = mostly below about 3.7%; note: not every result past the cut was called active; inactives centre near 0; reference of the scale not given here
TcdB GH inh = TcdB glycohydrolase inhibition; P18177; TcdB glycohydrolase enzymatic assay, plate reader; inhibition, % at 9.99 µM; 0.24% of 350,000 active; AID 652162; in the data active = inhibition above about 10%
PrPC TRFRET = reduces human prion protein on the cell surface. P04156. cell surface PrPC, TR-FRET read-out. inhibition, % at 13.8 µM. 0.43% of 370,000 active. AID 720596; in the data active = inhibition above about 24%; note: 0% = median of the test wells and 100% = reference compound wells
Anthrax LF prot = blocks Bacillus anthracis lethal factor protease. P15917. multiplex microsphere protease cleavage assay, LF. inhibition, % at 10 µM. 0.12% of 360,000 active. AID 588501; note: plate controls were buffer without enzyme for full effect and enzyme alone for no effect
Target sequence (P15917 whole entry, looked up): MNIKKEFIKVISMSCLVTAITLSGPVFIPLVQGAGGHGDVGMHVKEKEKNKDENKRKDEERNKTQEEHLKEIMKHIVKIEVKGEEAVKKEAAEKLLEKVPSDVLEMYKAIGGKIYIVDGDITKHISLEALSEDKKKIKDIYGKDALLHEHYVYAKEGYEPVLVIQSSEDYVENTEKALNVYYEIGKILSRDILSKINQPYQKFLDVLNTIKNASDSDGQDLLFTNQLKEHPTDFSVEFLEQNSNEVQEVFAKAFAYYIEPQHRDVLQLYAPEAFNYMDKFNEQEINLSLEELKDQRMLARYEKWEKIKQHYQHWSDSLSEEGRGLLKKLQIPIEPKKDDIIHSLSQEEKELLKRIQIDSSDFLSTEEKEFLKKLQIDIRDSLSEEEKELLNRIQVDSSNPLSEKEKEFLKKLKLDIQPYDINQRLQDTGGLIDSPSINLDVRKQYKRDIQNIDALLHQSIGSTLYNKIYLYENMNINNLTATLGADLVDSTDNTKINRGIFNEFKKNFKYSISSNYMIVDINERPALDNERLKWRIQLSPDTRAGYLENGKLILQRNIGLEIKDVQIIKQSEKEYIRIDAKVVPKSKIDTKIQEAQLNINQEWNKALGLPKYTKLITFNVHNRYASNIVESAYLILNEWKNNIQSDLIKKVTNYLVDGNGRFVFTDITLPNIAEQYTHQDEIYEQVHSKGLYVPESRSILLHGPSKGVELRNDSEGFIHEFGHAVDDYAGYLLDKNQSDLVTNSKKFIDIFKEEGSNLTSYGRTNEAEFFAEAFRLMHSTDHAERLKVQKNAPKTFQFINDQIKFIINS
Starred values were filed as active, the others as inactive; i = inactive; ? = inconclusive; . = not tested or not shown; & = joins results of further samples. Cut-off read from the data, not from the text of the source, unless noted: active = inhibition above about 30%; inconclusive = no clear call, values can overlap the other calls; inactive = below that. Some of the compounds tested; count on the stated rates, not on these rows.

The line under a structure holds: PriA SSB inh	BoNT-A LC inh2	PfHsp40 yeast	SARS 3CLpro inh	Y pestis TopoI	Vc quorum ag	TcdB GH inh	PrPC TRFRET	Anthrax LF prot
> COc1cccc(C(=O)Nc2nc(C)cs2)c1
    -2	0.1	-1.8	2	-10	i	.	0	0
> Cc1nn(C(=O)c2ccc([N+](=O)[O-])cc2)c(C)c1Br
    -4	-5.2	13	5	-4	0.0	1.1	-10	11
> COc1c(C)cc(S(=O)(=O)NCc2ccccn2)c(C)c1C
    -2	0.4	-0.5	-7	4	i	1.6	1	16
> COc1cc(/C=N/NC(=O)COc2cccc(F)c2)ccc1OS(=O)(=O)c1ccc(C)cc1
    .	-0.7	0.7	0	18	i	0.1	4	-2
> Cc1ccnc2c1NC(=O)c1cccnc1N2C1CC1
    0	0.8	0.4	-6&5	5	4.2&-2.8	0.4	-6	11
> O=C(CO/N=C/c1ccc(OC(F)F)cc1)NC1CCCCCC1
    .	-1.1	1.4	2	43	-0.3	0.2	3	-7
> O=C(Nc1ccc(Cl)cn1)c1cccc2ccccc12
    5	5.1	-0.4	2	-1	-0.6	-0.4	-2	5
> COC(=O)[C@]1(C)N[C@H](c2ccc(-c3ccc(Cl)c(Cl)c3)cc2)[C@@H]2C(=O)N(C)C(=O)[C@@H]21
    8	0.6	?	.	31	-5.0	1.5	-5	-3
> COc1ccc(CNC(=O)C(=O)NCC2OCCN2S(=O)(=O)c2ccc(C)cc2)cc1 (stereo not given)
    -9	0.3	1.5	-4	-4	-0.5	3.6	-2	3
> O=C1NCC(COc2cccc3ccccc23)O1 (stereo not given)
    -18	-1.8	-0.6	6	7	1.0	1.9	-4	-5
> COC(=O)c1cc(Br)c(=O)n(CCC2=CCCCC2)c1
    -28	0.4	-1.8	1	-7	0.8	.	10	-1
> CSc1ncccc1C(=O)NC1CCN(Cc2ccccc2)CC1
    -30	3.1	1.5	-2	-8	-2.3	-0.1	1	1
> CCOC(=O)CNC(=O)CSc1nnc(CCc2nc3ccccc3[nH]2)n1C
    -13	.	1.1	2	3	-0.4	0.0	7	.
> CC(C)C(NC(=O)CCNC(=O)c1ccc(C(C)(C)C)cc1)c1nc2ccccc2[nH]1 (stereo not given)
    -6	-0.5	-1.3	.	-8	-0.1	-0.8	0	1
> O=c1[nH]c(/C=C/c2ccccc2Cl)nc2ccccc12
    -2	0.3	-0.4	-1	0	i	1.8	-5	-4
> COc1ccc(OCC(=O)NNC(=S)NC(=O)C2CC2)cc1
    6	2.6	-1.3	0	-1	0.6	0.5	0	5
> CCOC(=O)C1CN(Cc2ccccc2)C(=O)C1=O (stereo not given)
    0	-0.2	0.0	.	1	-0.8	2.7	-6	-6
> O=C(Cc1cccc2ccccc12)Nc1ccc(Br)cc1C(=O)O
    -16	1.3	-0.9	10	5	-0.9	-0.4	-5	1
> COc1ccc(OC)c(NC2=C(Cl)C(=O)N(Cc3ccccc3)C2=O)c1
    9	0.9	0.8	6	16	5.6	1.0	-6	0
> CC[C@H]1CN2CC[C@@]3(C(=O)Nc4ccccc43)[C@@H]2C[C@@H]1/C(=C\OC)C(=O)OC
    5	-0.3	.	.	1	-0.3	.	.	6
> O=C1NC2(CCCCC2)C(=O)N1CCS(=O)(=O)Oc1ccc(Br)cc1
    2&-6	-0.1	1.4	2	9	0.5	0.3	0	-3
> O=C(COC(=O)c1cncc(Br)c1)NCC12CC3CC(CC(C3)C1)C2
    1	16	1.6	.	8	i	1.9	0	17
> CN(C)CCOC(=O)NC12CC3CC(CC(C3)C1)C2
    -9	1.7	0.6	4	0	-0.4	0.2	2	-3
> O=C(NC1CCCc2ccccc21)c1ccc(CNc2c(N3CCOCC3)c(=O)c2=O)cc1 (stereo not given)
    -9	0.5	-1.6	-2	-8	-0.3	3.4	0	-1
> Cc1ccc(S(=O)(=O)NNC(=O)c2cnn(-c3ccc(Cl)cc3)c2C(F)(F)F)cc1
    14	-0.5	1.4	5	8	-0.2	0.6	5	2
> O=C(NC(=S)Nc1cccc2ncccc12)c1ccccc1
    -3	-0.7	1.1	2	1	i	-0.6	9	-5
> COc1ccc(C(=O)CN2CCN(c3ccc(F)cc3)CC2)cc1OC
    -1	1.1	0.3	5	-1	-0.5	.	5	0
> O=C(Nc1nnc(-c2ccco2)o1)c1ccc(S(=O)(=O)N2CCOCC2)cc1
    -11	0.0	0.0	4	-6	-0.3	0.0	5	-2
> CCC(CC)C(=O)N=C1SC2CS(=O)(=O)CC2N1CCc1ccc(OC)cc1 (stereo not given)
    -1	-0.4	2.8	1	16	-1.8	2.8	1	3
> C=C(C)C1Cc2cc3ccc(=O)oc3cc2O1 (stereo not given)
    -12	-0.5	1.6	-2	2	1.4	.	4	-1

Next part, starting with the last four of the part before.
The line under a structure holds: PriA SSB inh	BoNT-A LC inh2	PfHsp40 yeast	SARS 3CLpro inh	Y pestis TopoI	Vc quorum ag	TcdB GH inh	PrPC TRFRET	Anthrax LF prot
> COc1ccc(C(=O)CN2CCN(c3ccc(F)cc3)CC2)cc1OC
    -1	1.1	0.3	5	-1	-0.5	.	5	0
> O=C(Nc1nnc(-c2ccco2)o1)c1ccc(S(=O)(=O)N2CCOCC2)cc1
    -11	0.0	0.0	4	-6	-0.3	0.0	5	-2
> CCC(CC)C(=O)N=C1SC2CS(=O)(=O)CC2N1CCc1ccc(OC)cc1 (stereo not given)
    -1	-0.4	2.8	1	16	-1.8	2.8	1	3
> C=C(C)C1Cc2cc3ccc(=O)oc3cc2O1 (stereo not given)
    -12	-0.5	1.6	-2	2	1.4	.	4	-1
> O=C(COc1ccccc1Cl)Nc1ccccc1C(=O)NC1CC1
    5	-58	0.3	.	0	i	1.3	0	-19
> COc1ccccc1NC(=O)CNC(=O)CC12CC3CC(CC(C3)C1)C2
    .	-0.4	-0.9	.	19	-0.3	0.1	-2	-4
> CCC1CCCCN1C(=O)CCc1nnc(Cc2c[nH]c3ccccc23)o1 (stereo not given)
    -15	-0.3	0.6	2	-7	.	0.6	-7	2
> Oc1c(CN2CCOCC2)cc(CN2CCOCC2)c(O)c1O
    -4	1.0	1.0	.	-1	i	-23	10	-4
> Cc1ccc(-n2ncc(C(=O)Nc3cc(Cl)ccc3C)c2C2CCNCC2)cc1C
    -13	-0.4	-0.7	1	2	-0.3	1.3	-17	-2
> CCc1ccc(-c2cc(C)no2)cc1S(=O)(=O)Nc1ccc(C)cn1
    -20	0.8	2.2	1	7	-0.2	-0.4	8	-1
> CN(C)c1ccc(S(=O)(=O)NCC(=O)OCC(=O)Nc2cccc(Cl)c2)cc1[N+](=O)[O-]
    15	1.3	1.2	6	4	-0.1	1.2	2	1
> O=C(Cn1cc(C(=O)C2CC2)c2ccccc21)NCC1CCCO1 (stereo not given)
    -23	1.7	-0.5	5	-10	-3.2	.	5	6
> COc1ccc(CC(C)Nc2cccc(F)c2)cc1 (stereo not given)
    -64	-1.6	1.2	2	-19	-0.6	1.4	-1	-10
> COc1cc(CNCCc2ccc(F)cc2)ccc1OCc1ccc(Cl)nc1
    7	-0.1	0.9	-4	10	.	0.0	-25	-1
> Cc1cc(-c2csc(N)n2)c(C)n1Cc1ccccc1
    12	6.7	1.2	2	-2	-0.4	1.3	-2	-19
> COC(=O)c1ccc(NC(c2ccc(Cl)cc2)P(=O)(OC)OC)cc1 (stereo not given)
    3	-0.9	-1.2	3	8	-0.3	.	4	2
> Fc1ccc(-n2nnnc2-c2ccccc2Cl)cc1
    -3	-0.4	-1.3	1	6	i	2.3	1	6
> NC(=O)c1cc(NC(=O)CCNS(=O)(=O)c2cccc(C(F)(F)F)c2)cc(C(N)=O)c1
    -13	-0.8	0.5	-3	-1	-0.4	0.9	-1	-2
> COc1ccc(S(=O)(=O)N2CCSC2)cc1C
    -8	-0.7	-0.4	-1	-8	-0.3	0.8	0	0
> Cc1c(/C=N/NC(=O)c2cccs2)c2ccccc2n1Cc1ccccc1Cl
    i	0.9	-0.3	-3	-3	-0.2	0.8	4	13
> O=C(Nc1ccccc1)c1ccc(=O)n(Cc2ccc(F)c(F)c2)c1
    -6	0.4	-0.1	2	8	-0.4	0.9	-1	1
> COc1cc(OC)cc(C(=O)Nc2ccc(-n3cnnn3)c(C)c2)c1
    -10	-0.5	-1.1	-3	2	i	3.9	-3	-3
> CC(C)(C)CC(C)(C)c1ccc(O)c(Cc2ccc(Cl)cc2Cl)c1
    -28	-0.1	19	.	0	-0.2	2.3	2	-6
> COc1ccc(Cn2ccnc2SCC(=O)NC2CCCCC2)cc1
    2	3.7	-0.7	2	11	-0.2	0.6	4	7
> COc1ccc(CNC(=O)C(c2ccncc2)N(C(=O)Cc2cccs2)c2cccc(C)c2)cc1 (stereo not given)
    0	2.3	-1.7	2	20	-0.2	1.4	-3	2
> Cc1ccc(S(=O)c2ccc(C)cc2)cc1
    -18	?	0.0	7	5	i	.	-1	0
> CC(C)(C)OC(=O)N1CCC(c2c(C(=O)NCC3CCN(C4CCCC4)C3)cnn2-c2ccc(F)cc2)CC1 (stereo not given)
    3	-0.5	-1.8	3	12	-0.2	-3.0	-8	3
> COc1ccc(NC(=O)C2CCCN(c3ncccn3)C2)cc1 (stereo not given)
    -4	0.4	-0.6	7	0	-0.3	0.9	7	-1
> Cc1nccn1C(c1ccccc1)c1ccccc1
    3	-6.0	-0.2	.	-2	-0.4	0.4	-4	6
> CCCN(CC(=O)Nc1ccccc1C)C(=O)c1ccc2ccccc2n1
    -14	1.7	-0.3	.	-7	2.6	-0.5	2	-6
> Cc1ccc(S(=O)(=O)Cn2nnnc2C(C(C)C)N2CCN(Cc3ccco3)CC2)cc1 (stereo not given)
    -15	-0.8	-1.0	-2	10	.	.	-7	-2
> Cc1cc(Cl)ccc1N(CC(=O)N(C)Cc1ccccc1)S(C)(=O)=O
    .	0.0	.	.	12	i	2.0	-1	0
> O=c1ccc2cc(S(=O)(=O)N3CCOCC3)ccc2o1
    -2&-16	0.5	-1.1	3	1	-0.5	.	-4	-2
> CCOCCCNC(=O)c1cc(Cl)c(NC(=O)C2=C(C)OCCS2)cc1OC
    2	-0.9	0.3	0	18	i	-3.2	4	-15
> O=C(CSc1nc2ncc(Cl)cc2[nH]1)N(Cc1ccccc1)C1CCS(=O)(=O)C1 (stereo not given)
    -1	0.5	-0.8	1	3	-0.2	-0.7	3	-4
> COc1ccccc1CNc1ccc(Br)cn1
    -7	-2.2	2.8	-3	-1	-6.2	2.1	-9	12
> COC(=O)CC(CC(=O)OC)n1cccc1
    -5	-0.3	-1.0	.	3	i	-2.3	7	-7
> Cc1ccccc1NS(=O)(=O)c1ccc(C(=O)NCC2CCCO2)cc1 (stereo not given)
    3	-0.4	0.5	.	8	i	0.3	-6	13
> NC(Cc1ccc(Cl)cc1)c1csc(Nc2cc(Oc3ccccc3)ncn2)n1 (stereo not given)
    .	-0.8	.	.	-15	-4.0	2.0	-1	-6
> C=CCn1c(=O)c2c(C)c(C)sc2n2c(Nc3ccccc3)nnc12
    -2	-1.3	0.0	-6	10	-0.4	.	12	-1
> Cc1ccc(S(=O)(=O)CCC(=O)OCC(=O)N(C)C2CCS(=O)(=O)C2)cc1 (stereo not given)
    -6	4.6	0.3	.	10	i	0.6	1	-1
> COc1ccccc1OCCCn1cc(C=O)c2ccccc21
    -6	-0.8	0.9	-2	15	-0.5	6.6	10	7
> CCCOCCOC(=O)c1[nH]c2c(c1C)C(=O)CC(c1cc(OC)ccc1OC)C2 (stereo not given)
    -3	-0.6	-0.6	1	22	-0.1	0.6	5	-2

Part of the list above, bar-delimited.
mol | PriA SSB inh | BoNT-A LC inh2 | PfHsp40 yeast | SARS 3CLpro inh | Y pestis TopoI | Vc quorum ag | TcdB GH inh | PrPC TRFRET | Anthrax LF prot
CCC1CCCCN1C(=O)CCc1nnc(Cc2c[nH]c3ccccc23)o1 (stereo not given) | -15 | -0.3 | 0.6 | 2 | -7 | . | 0.6 | -7 | 2
Oc1c(CN2CCOCC2)cc(CN2CCOCC2)c(O)c1O | -4 | 1.0 | 1.0 | . | -1 | i | -23 | 10 | -4
